Cav3 T inh: Cav3.2 calcium influx blockers – cell-based, Fluo-4 calcium fluorescence, FDSS, MLSMR library, primary screen; Voltage-dependent T-type calcium channel subunit alpha-1H (Homo sapiens), O95180; Cav3.2-expressing cells; stronger effect = lower value; B-score at 10 µM; 4% of 100,000 active; AID 449739, 2010;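 active means single-dose well whose peak fluorescence ratio is a statistical outlier from its plate by either plate-standardised score or position-corrected B-score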
* hit, by the source's call. Some of the compounds tested. The share of hits here may be higher or lower than overall.

Cav3 T inh	molecule
-1	Cc1ccc(C(=O)c2cn[nH]c2-c2ccccc2O)cc1
-1.8	C=CCNC(=O)c1onc(CSc2ccc(F)c(F)c2)c1C(=O)NCC=C
0.35	O=C(O)CCCSCC(=O)Nc1ccccc1
-0.079	O=C(CCS(=O)(=O)c1cccc2nonc12)N1CC(=O)N(CCc2ccccc2)C(=O)C1
1.7	CCCOC(=O)c1[nH]c2c(c1C)C(=O)CC(c1cc(OC)c(OC)c(OC)c1)C2 (stereo not given)
0.24	Cc1ccc(CCNC(=O)C2CCCN2S(=O)(=O)c2ccc3c(c2)CCC(=O)N3)cc1 (stereo not given)
0.54	COc1cc(C(=O)OC2CCCCC2=O)cc(OC)c1C (stereo not given)
-2.2	COc1cc(/C=C2/SC(=S)N(CC(=O)Nc3nc4ccccc4s3)C2=O)cc(OC)c1OC
-2.6	CCCCNS(=O)(=O)c1ccc(NS(=O)(=O)c2c(C)cc(C)cc2C)cc1
-4.8	COc1ccccc1NC(=O)NCCCN1CCN(c2cccc(Cl)c2)CC1
1	CCOC(=O)CCC(=O)Nc1ccc(S(=O)(=O)N2CCCC2)cc1
-0.31	Cc1ccc(C)n1-c1cccc(N)c1
0.54	O=C1CCc2cc(S(=O)(=O)N3CCC(C(=O)NC4CCCCCCC4)CC3)ccc2N1
0.044	CC(=O)CCc1c[nH]c2c(C(=O)O)cccc12
0.39	CCOC(=O)N1CCC(Nc2c(NCCN3CCN(c4ccccc4F)CC3)c(=O)c2=O)CC1
-5.9*	Cc1cc2cc(C=O)c(Cl)nc2cc1C
-0.3	CCOc1ccc(-c2c(C#N)c(N)nc3c2c(=O)n(C)c(=O)n3C)cc1OC
0.51	O=C(CCCN=C1NS(=O)(=O)c2ccccc21)OCC(=O)N1CCc2ccccc21
0.35	Cn1cc(Cl)c(C(=O)Nc2cccc(Cl)c2Cl)n1
-0.71	O=C1OC(c2ccccc2)=N/C1=C/c1cccc(OC(=O)c2cccs2)c1
-2.6	COc1ccccc1-c1cc(C(F)(F)F)nc(N2CCOCC2)n1
0.26	COc1ccc(S(=O)(=O)N(C)CC(=O)NCc2cccnc2)cc1C
0.49	Cc1ccc(S(=O)(=O)N2CCSC2)cc1C
-0.49	CC(C)(C)C(=O)NC(=S)Nc1ccccc1F
-0.0095	NS(=O)(=O)c1ccc(CCNC(=O)COC(=O)C2CCCN2C(=O)c2cccs2)cc1 (stereo not given)
-0.18	c1ccc(Nc2nnc(SCc3cccc4ccccc34)s2)cc1
-1.1	CCOc1ccc(NC(=O)c2ccc(Br)o2)c([N+](=O)[O-])c1
-3.4	c1ccc2c(c1)OCC(c1nnc3sc(-c4ccc5c(c4)OCO5)nn13)O2 (stereo not given)
0.56	COc1ccc(-c2cc(C(F)F)n3ncc(C(=O)N4CCN5CCCC5C4)c3n2)cc1 (stereo not given)
-0.88	Cc1ccc(CC(=O)Nc2cccc(C)n2)cc1

Part of the list above, with bars between the fields:
molecule | Cav3 T inh
Cc1ccc(C(=O)c2cn[nH]c2-c2ccccc2O)cc1 | -1
C=CCNC(=O)c1onc(CSc2ccc(F)c(F)c2)c1C(=O)NCC=C | -1.8
O=C(O)CCCSCC(=O)Nc1ccccc1 | 0.35
O=C(CCS(=O)(=O)c1cccc2nonc12)N1CC(=O)N(CCc2ccccc2)C(=O)C1 | -0.079
CCCOC(=O)c1[nH]c2c(c1C)C(=O)CC(c1cc(OC)c(OC)c(OC)c1)C2 (stereo not given) | 1.7
Cc1ccc(CCNC(=O)C2CCCN2S(=O)(=O)c2ccc3c(c2)CCC(=O)N3)cc1 (stereo not given) | 0.24
COc1cc(C(=O)OC2CCCCC2=O)cc(OC)c1C (stereo not given) | 0.54
COc1cc(/C=C2/SC(=S)N(CC(=O)Nc3nc4ccccc4s3)C2=O)cc(OC)c1OC | -2.2
CCCCNS(=O)(=O)c1ccc(NS(=O)(=O)c2c(C)cc(C)cc2C)cc1 | -2.6
COc1ccccc1NC(=O)NCCCN1CCN(c2cccc(Cl)c2)CC1 | -4.8
CCOC(=O)CCC(=O)Nc1ccc(S(=O)(=O)N2CCCC2)cc1 | 1
Cc1ccc(C)n1-c1cccc(N)c1 | -0.31
O=C1CCc2cc(S(=O)(=O)N3CCC(C(=O)NC4CCCCCCC4)CC3)ccc2N1 | 0.54
CC(=O)CCc1c[nH]c2c(C(=O)O)cccc12 | 0.044
CCOC(=O)N1CCC(Nc2c(NCCN3CCN(c4ccccc4F)CC3)c(=O)c2=O)CC1 | 0.39
Cc1cc2cc(C=O)c(Cl)nc2cc1C | -5.9*

The listing continues.
Cav3 T inh	molecule
1.1	CCC(C)N1CC(C(=O)NC2CCCCC2)CC1=O (stereo not given)
-0.0019	CCOc1ccccc1N1Cc2cc(C)c(C)cc2C1
0.82	Cc1ccc(NC(=O)CN(C)CC(=O)Nc2c(C)cccc2C)c(Br)c1
-0.2	CCOC(=O)C1CCN(C(c2cccc(OC)c2)c2sc3nc(C)nn3c2O)CC1 (stereo not given)
-0.21	CCOC(=O)c1c(C)oc2c1c1c(c3ccccc32)OCN(Cc2ccccn2)C1
-1.1	Cc1ccc(S(=O)(=O)N2Cc3ccccc3CC2C(=O)Nc2cc(C)on2)cc1 (stereo not given)
0.76	COc1cc(C2CC(=O)c3cnc(N)nc3C2)cc(OC)c1OC (stereo not given)
0.22	CCO[C@H]1OC(C(=O)NCc2nc3ccccc3[nH]2)=C[C@@H](c2ccc3c(c2)OCO3)[C@@H]1CCCO
0.12	O=C(NC1(C(F)(F)F)NC(=O)N(CC2CCCCC2)C1=O)c1ccco1 (stereo not given)
-4.9*	COC(=O)C(NNc1ccccc1C)(NC(=O)c1ccc(F)cc1)C(F)(F)F (stereo not given)
0.59	CCOC(=O)C1=C(C)NC2=C(C(=O)C(C(=O)OCC)C(c3ccco3)C2)C1c1ccccn1 (stereo not given)
-0.068	O=C(COC(=O)CCCN1C(=O)c2ccccc2C1=O)Nc1ncc(Cl)cc1Cl
0.021	CC(=O)Nc1cccc(Oc2cnc3ccccc3n2)c1
0.78	Cc1cccc(C(=O)NNC(=O)c2cc3cc4ccccc4nc3s2)c1
-0.088	Cn1ccnc1SCC(=O)c1ccc(Br)cc1
0.66	CN1C(=O)CC(N2CCN(c3ccccn3)CC2)C1=O (stereo not given)
1.2	Cn1c(=O)oc2cc(S(=O)(=O)NCCN3CCN(c4ccccc4F)CC3)ccc21
-3	CCC(C)n1c(SCC(=O)Nc2ccccc2C(F)(F)F)nc2ccsc2c1=O (stereo not given)
-1.1	COc1ccc(C(=O)Nc2cc(C)c3c(=O)oc4ccccc4c3n2)cc1
0.26	COc1cc(C2CC(=O)N3CN(Cc4ccccc4)CSC3=C2C#N)ccc1OCc1ccccc1 (stereo not given)
-0.29	COc1ccc(Cl)cc1NC(=O)Cn1c(=O)n2nc(C)nc2c2ccccc21
-0.0066	O=C(N/N=C/c1cn(-c2ccccc2)nc1-c1ccc(F)cc1)c1ccc(Br)o1
-0.74	COc1cc(Cl)c(S(=O)(=O)N2CC(C)OC(C)C2)cc1Cl (stereo not given)
-5.5*	CCOC(=O)C1CCCN(C(=O)c2cc(Nc3ccc(OC)cc3)nc3ccccc23)C1 (stereo not given)
0.18	CCCCC1(CC)C(=O)NC(=O)NC1=Nc1ccc(OC)cc1 (stereo not given)
-3.6	CSc1nnc(C)c(/C=C/Nc2ccc(Cl)cc2)n1
1.2	COc1ccc(C(CC(=O)O)NC(=O)COc2ccccc2)cc1OC (stereo not given)
1	COc1ccc(-n2c(=O)cc(N3CCCCCC3)[nH]c2=O)cc1
2	CCCn1c(SCC(=O)Nc2cccc(C(=O)OC)c2)nnc1-c1cccnc1
-1.3	CCOC(=O)c1c(-c2cccs2)csc1NC(=O)COC(=O)c1c(C)noc1C
0.54	C#CCOCCOCCOCCNc1nc(N2CCN(C(=O)[C@H](CCC(=O)O)n3cc(C(N)CC(C)C)nn3)CC2)nc(N2CCN(C(=O)[C@H](CCC(=O)O)n3cc(C(N)CC(C)C)nn3)CC2)n1 (stereo not given in full)
0.47	Cc1cc(Nc2ccc(C(=O)O)cc2)n2nc(C)nc2n1
-2	CC1CCC2C(C1)c1sc(=O)[nH]c1SC2(C)C (stereo not given)
1.9	Cc1cc(=O)oc(C)c1C(=O)N1CCN(C(c2ccccc2)c2ccccc2)CC1
-0.82	COc1ccc(/C=N/n2c(SC)nnc(C(C)(C)C)c2=O)c(OC)c1
-0.34	CCCNC(=O)NC(=O)COc1ccc2oc3ccccc3c2c1
-3	COc1ccccc1N1CCN(Cc2nc(N)nc(Nc3ccc(C)cc3)n2)CC1
0.73	COc1ccc(C(=O)O)cc1Nc1cc(C)nc2ncnn12
0.19	Cc1cc(C)cc(-n2nnc(C(=O)NCc3ccco3)c2N)c1
0.56	O=S(=O)(Nc1cccnc1)c1cc(Cl)ccc1Cl
-3.6*	O=[N+]([O-])c1ccc2c(c1)C(N1CCOCC1)/C(=C/COc1ccc(Cl)cc1Cl)O2 (stereo not given)
0.18	CS(=O)(=O)N1CCC(C(=O)N2CCC(Cc3ccccc3)CC2)CC1
-8.6*	O=C(/C=C/c1ccccc1)N/C(=C/c1ccccc1)C(=O)Nc1ccccc1O
-2	COC(=O)c1c(C)n(-c2ccccc2)c2ccc(O)cc12
0.16	CC(=O)NCC(=O)N(C)C(C(=O)Nc1ccc(C(C)C)cc1)c1ccccc1 (stereo not given)
-0.47	C=CCNC(=O)C(C)N1C(=O)c2ccccc2C1=O (stereo not given)
0.12	COc1cccc(N2[C@@H](CC(C)=O)c3ccccc3S2(=O)=O)c1
0.49	N#C/C(=C\c1ccc[nH]1)C(=O)NC1CC1
-0.045	CCOc1cc(S(=O)(=O)NCCN2CCOCC2)c(C)cc1C
0.77	CCc1nnc(NC(=O)C(C)N2C(=O)C3C4C=CC(C4)C3C2=O)s1 (stereo not given)
0.52	CN(C)CCCNc1ccc(-c2cc(Nc3cccc(Cl)c3)ncn2)cn1
-0.31	Cc1onc(-c2ccccc2)c1C(=O)Nc1sc2c(c1C(N)=O)CCC2
-0.047	O=C(CSc1nc2ccccc2c(=O)n1Cc1ccc(C(=O)NC2CC2)cc1)NCc1ccco1
-0.77	CCCCCn1c(CN2CCN(CCO)CC2)nc2c1c(=O)n(C)c(=O)n2C
0.00084	CCCc1[nH][nH]c(=O)c1C(c1ccccc1)C(C#N)C#N (stereo not given)
0.046	O=C(NC1CC1)C1=C[C@@H](c2c[nH]c3ccccc23)C[C@@H](OCc2ccc(CO)cc2)O1
-0.94	N#Cc1c2c(c(=S)n(-c3ccccc3)c1N)CCCC2
1.3	CCNc1nc(NC(C)C)nc(NS(=O)(=O)c2ccc(N)cc2)n1
1.1	CCSc1nnc(NC(=O)c2cccs2)s1
-0.75	O=C(c1coc2ccc(O)c(CN3CCOCC3)c12)C1CC1

Other structures follow.
Cav3 T inh	molecule
-0.12	O=C(COC(=O)C1CC(=O)N(C2CCCCC2)C1)c1ccc(F)cc1 (stereo not given)
-1.9	C[C@@H](C(=O)NCc1ccc(S(C)(=O)=O)cc1)[C@H]1C[C@]1(C)[C@H](NC(=O)OCc1ccccc1)c1ccccc1
-1.8	O=c1c(/C=N/O)c(Nc2ccccc2)nc2ccccn12
-3.6	Cc1ccc(S(=O)(=O)N(CC(=O)NCCC2=CCCCC2)Cc2ccccc2F)cc1
-0.075	CNC(=O)c1cc2cc(Cl)cc(OC)c2oc1=O
0.72	CCOC(=O)Cc1csc(NC(=O)c2ccc(OC)c(OC)c2)n1
0.047	O=C(NCc1ccc(F)cc1)c1cnc2n(c1=O)CCS2
0.6	COc1cc2[nH]c(=S)n(CCN3CCCCC3C)c(=O)c2cc1OC (stereo not given)
-0.62	O=C(CCN(CCO)Cc1ccccc1)Nc1ccc(Br)cc1
0.92	O=C(Nc1cc(=O)[nH]c2ncnn12)c1ccccc1
1.8	COc1ccccc1N1CCN(Cc2ccc(O)c3ncccc23)CC1
-0.95	COc1cc(C)ccc1OCCOc1ccccc1Cl
-0.2	Nc1c(S(=O)(=O)c2cccs2)c2nc3ccccc3nc2n1Cc1cccs1
-0.44	FC(F)(F)c1cccc(NC(=S)NCCc2ccccn2)c1
-0.058	Cc1csc(Sc2nc3c(c(=O)[nH]c(=O)n3C)n2CCCc2ccccc2)n1
-0.52	COCCCNc1ncnc2c1cnn2-c1ccc(C)cc1C
-0.58	COc1cc(C)c(Br)cc1S(=O)(=O)N1CCOCC1
-1.1	Cc1noc(C)c1CSc1nc2sc3c(c2c(=O)n1C)CCCC3
-0.94	CC(C)(C)c1ccc(OCCON2C(=O)CCC2=O)c(Cl)c1
-2.6	N#CC(c1ccccc1F)(c1ncc(C(F)(F)F)cc1Cl)N1CCOCC1 (stereo not given)
1.3	CCOC(=O)NC1(Nc2ccc(Cl)cn2)Oc2ccccc2O1
-0.49	Cc1cccc(NC(=O)c2cc(NC(=O)CCCC(=O)O)ccc2Cl)n1
0.44	c1ccc2c(NC3=NCCCCS3)cccc2c1
0.2	O=C(Oc1cccc2c(OC(=O)N3CCOCC3)cccc12)N1CCOCC1
-5.4*	O=c1c2ccccc2nc(N2CCN(c3ccccc3)CC2)n1Cc1ccccc1
0.02	Brc1ccc(-c2ncc(-c3ccccc3)cn2)cc1
0.41	CC(C)CCn1cnc2c(c1=O)c1nc3ccccc3nc1n2Cc1ccc2c(c1)OCO2
0.1	O=C(O)c1ccc(NS(=O)(=O)c2cccc3cccnc23)cc1
-1	Cc1cnc(NC(=O)CSc2ncc(-c3ccccc3)n2Cc2ccco2)s1
0.32	CCOC(=O)C1CN(c2cc3c(cc2F)c(=O)c(C(=O)O)cn3CC)OC1C(=O)OCC (stereo not given)
-2.7	O=S(=O)(NCCSCc1ccc(Cl)c(Cl)c1)c1ccc2c(c1)OCCO2
-0.24	CC1CCC(NC(=O)c2cnccn2)CC1 (stereo not given)
1.7	CCN(CC)Cc1cc(C(C)=O)ccc1OCC(C)C
0.3	CC(C)c1ccc(-c2noc(C3CCCN(S(C)(=O)=O)C3)n2)cc1 (stereo not given)
0.32	COc1ccc(N2CCN(S(=O)(=O)c3ccc(Cl)c(C(F)(F)F)c3)CC2)cc1

Given in markdown: 2 of the compounds above
| mol | Cav3 T inh |
| --- | --- |
| COc1ccc(N2CCN(S(=O)(=O)c3ccc(Cl)c(C(F)(F)F)c3)CC2)cc1 | 0.32 |
| CC1CCC(NC(=O)c2cnccn2)CC1 (stereo not given) | -0.24 |

Compound activity (PubChem BioAssay)
